Runt-CBFb FRET: inhibitors of RUNX1 Runt–CBFb binding, primary screen, biochemical, FRET, Cerulean-Runt, Venus-CBFb, uHTS | Runt-related transcription factor 1 (Homo sapiens) + Core-binding factor subunit beta … | Cerulean-Runt/Venus-CBFb FRET ratio 530/480, 1 h | inhibition, % at 20 µM | hit rate 0.46% among 220,000 | AID 1496, 2009;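 active means inhibition over about 50% at 20 µM in the single-dose screen, limit read from the data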;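 further: 0% = DMSO wells and 100% = excess unlabeled CBFb competitor control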
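Schedule: protein complex preformed 1 h, compound exposure 1 h, room temperature, dark; test system: Cerulean-labeled Runt domain protein; amount: 100 nM per protein; buffer or medium: Tris 50 mM pH 7.5, KCl, K2SO4, 0.01% BSA; read-out: loss of energy transfer signal; detection: FRET fluorescence; controls: 5 µM unlabeled CBFb as full-inhibition high control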
FXIa inh 1536: human FXIa protease inhibitors, primary screen, biochemical, 1536-well | Coagulation factor XI (Homo sapiens), P03951 | purified FXIa, Boc-Glu-Ala-Arg-AMC fluorogenic substrate | inhibition, % at 5 µM | hit rate 0.14% among 220,000;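 active means inhibition of at least 40%; inactive means inhibition below 40%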;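 further: fluorescence of freed AMC excited at 355 nm; 0% = enzyme without compound and 100% = no enzyme blank; many of its hits are not listed in these tables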
Target sequence (P03951 19-387 limits assumed): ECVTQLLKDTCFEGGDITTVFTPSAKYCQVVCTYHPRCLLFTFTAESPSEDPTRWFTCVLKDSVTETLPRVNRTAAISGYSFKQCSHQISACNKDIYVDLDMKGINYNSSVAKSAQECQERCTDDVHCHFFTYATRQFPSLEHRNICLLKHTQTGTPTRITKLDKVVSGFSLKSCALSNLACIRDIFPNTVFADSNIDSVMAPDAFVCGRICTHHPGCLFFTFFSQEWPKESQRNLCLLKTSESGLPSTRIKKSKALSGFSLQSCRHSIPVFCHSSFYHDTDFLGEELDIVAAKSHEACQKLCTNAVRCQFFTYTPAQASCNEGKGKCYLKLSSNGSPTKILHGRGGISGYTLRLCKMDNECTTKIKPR
Target sequence (P03951 388-625 limits assumed): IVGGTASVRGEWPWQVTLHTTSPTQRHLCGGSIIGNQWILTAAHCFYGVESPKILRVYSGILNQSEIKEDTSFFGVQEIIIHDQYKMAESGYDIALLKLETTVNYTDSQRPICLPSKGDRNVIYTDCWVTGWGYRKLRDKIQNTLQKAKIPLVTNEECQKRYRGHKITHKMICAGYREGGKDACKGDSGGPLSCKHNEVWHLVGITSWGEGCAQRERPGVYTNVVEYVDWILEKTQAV
14-3-3 Bad PPI: inhibitors of 14-3-3 zeta/Bad binding, primary screen, biochemical, TR-FRET, bovine 14-3-3 zeta. AID 781, 2007. 14-3-3 protein zeta/delta (Bos taurus), P63103. inhibition, % at 21.7 µM. hit rate 0.71% among 220,000. TR-FRET 14-3-3zeta/Dy647-pBad peptide displacement, 1 h;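 active means inhibition above about 70%, limit read from the data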;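 further: 0% = full 14-3-3 plus peptide FRET controls and 100% = background without 14-3-3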
Target sequence (P63103 whole entry, looked up): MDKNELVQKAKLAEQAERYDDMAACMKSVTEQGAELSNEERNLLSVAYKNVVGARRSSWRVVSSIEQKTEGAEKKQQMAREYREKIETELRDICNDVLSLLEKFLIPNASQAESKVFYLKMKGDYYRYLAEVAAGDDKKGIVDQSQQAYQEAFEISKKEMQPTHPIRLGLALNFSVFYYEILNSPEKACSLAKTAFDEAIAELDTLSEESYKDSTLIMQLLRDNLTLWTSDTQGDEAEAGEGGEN
Runt-SMMHC FRET: inhibitors of RUNX1 Runt–CBFb-SMMHC binding, primary screen, biochemical, FRET, Cerulean-Runt, Venus-CBFb-SMMHC, uHTS; Runt-related transcription factor 1 (Homo sapiens) + Core-binding factor subunit beta …; Cerulean-Runt/Venus-CBFb-SMMHC FRET ratio 530/480, 1 h; inhibition, % at 20 µM; hit rate 0.74% among 220,000;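 active means mean inhibition across duplicate retests at 20 µM reaching about 50%, limit read from the data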;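 further: 0% = DMSO wells and 100% = wells with excess untagged CBFb-SMMHC; inhibitors lower the FRET ratio by blocking Runt binding to CBFb-SMMHC; some results filed as inactive read as strong as hits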
Thrombin inh: human alpha-thrombin inhibitors, primary screen, counter-screen for coagulation protease inhibitor project, biochemical, 1536-well, fluorogenic AMC substrate; Boc-VPR-AMC fluorogenic substrate cleavage; inhibition, % at 5 µM; hit rate 0.26% among 220,000; AID 1046, 2008;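 active means inhibition at or above 40%; inactive means inhibition below 40%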;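 further: 0% = enzyme with no compound and 100% = wells without enzyme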
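System: Human alpha-thrombin protein | Medium: pH 7.5 Tris (50 mM) with NaCl 150 mM, Tween 20 0.05% | Times: Enzyme reaction carried out at room temperature | Detection: AMC fluorescence, 355/460 nm | Evaluation: Percent inhibition scaled between no-compound controls and no-enzyme blanks | Benchmarks: Enzyme without compound as high, wells lacking enzyme as low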
FXIIa inh: human FXIIa protease inhibitors, primary screen, biochemical, 1536-well | purified FXIIa, Boc-QGR-AMC fluorogenic substrate, 2 h | hit rate 0.3% among 220,000 | AID 800, 2007 | inhibition, % at 5 µM | Coagulation factor XII (Homo sapiens), P00748; in the data active means inhibition above about 40%;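 further: 0% = enzyme with no compound and 100% = blank without enzyme; many of its hits are not listed in these tables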
KLK5 inh: human KLK5 protease inhibitors, primary screen, biochemical, 1536-well; inhibition, % at 5 µM; Kallikrein-5 (Homo sapiens), Q9Y337; hit rate 0.59% among 210,000; recombinant hK5, fluorogenic AMC substrate cleavage;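 active means inhibition of 40% or more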;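 further: 0% = enzyme controls without compound and 100% = no-enzyme blanks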
Wee1 degr inh: Wee1 degradation inhibitors, primary screen, cell-based, HeLa, Wee1K328M-luciferase, luminescence; reporter increase, % at 5 µM; Wee1-like protein kinase (Homo sapiens), P30291; HeLa Luc-Wee1K328M stability; 100% = proteasome inhibitor MG132 effect; AID 1321, 2008; hit rate 1.2% among 220,000;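 active means activation above the mean of all tested compounds plus 3 SD, set per screening run, cut at about 8.8% in these data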;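 further: cells exposed to compound for 20 h before luminescence read; 0% = DMSO alone and 100% = MG132 at 30 µM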
Hck-Nef inh: inhibitors of Nef-activated human Hck kinase, primary screen, biochemical, Z-Lyte FRET, 384-well, Hck-YEEI. Tyrosine-protein kinase HCK (Homo sapiens), P08631. Recombinant Hck-YEEI plus Nef, Z-Lyte FRET kinase assay. inhibition, % at 20 µM. hit rate 0.68% among 220,000;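 active means Hck-Nef kinase inhibition above about 50%, limit read from the data; inactive means inhibition below that limit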;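 further: 0% = DMSO with Hck plus Nef and 100% = Hck alone without Nef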
Numbers without * were called inactive; nt = no result given; [ ] = dose if it differs, or a comment. This is a random part of the collection. Share with any hit: about 4.2%.

SMILES	Runt-CBFb FRET	FXIa inh 1536	14-3-3 Bad PPI	Runt-SMMHC FRET	Thrombin inh	FXIIa inh	KLK5 inh	Wee1 degr inh	Hck-Nef inh
Nc1cc(=O)nc(SCC(=O)NCc2ccccc2)n1CCc1ccccc1	-2	4	6	3	0	15	3	1	-2
O=C(COC(=O)c1oc2ccccc2c1CSc1ccc(Cl)cc1)NC1CCCC1	-2	-3	0	-1	-3	8	-7	-2	-1
COc1ccc2nc(C)cc(SCC(=O)N/N=C/c3c(OC)ccc4ccccc34)c2c1	-6	1	96*[fluorescence artefact?]	-8	-7	7	-24	4	50
COc1ccc(C)cc1S(=O)(=O)n1nc(C)cc1C	0	-2	-11	0	-7	6	2	0	23
CCOC(=O)c1cnn(CCOC(=O)c2cccs2)c1NC(=O)c1cccs1	0	-8	0	1	-5	1	-2	0	3
NS(=O)(=O)c1ccc2nc(NC(=O)c3ccc(Br)o3)sc2c1	0	3	-8	1	6	13	5	-1	33
C=CCSc1ncccc1C(=O)O	2	-3	6[fluorescence artefact?]	-2	-1	-2	-26	0	4
N#C/C(=C\Nc1ccc2cn[nH]c2c1)c1nc(-c2ccc(Cl)cc2)cs1	-20	3	91*	-76	-9	8	8	1	42
CC(=O)c1ccc(NC(=O)CC(NCCC2=CCCCC2)C(=O)O)cc1 (stereo not drawn)	-2	6	6	1	-4	14	-10	2	-2
COC(=O)c1ccc(NCC(=O)Nc2cc(C)cc(C)c2)cc1	-10	33	6	3	11	57*	25	-2	0
Cc1cccc(NC(=O)c2nc[nH]c2C(=O)N[C@@H](Cc2ccccc2)C(=O)OCc2ccccc2)c1	-1	2	-14	5	1	8	-2	nt	25
CCn1nnnc1SCC(=O)Nc1sc(C)c(C)c1C#N	-1	6	2	-1	-2	13	-3	0	3
NS(=O)(=O)c1ccc(NC(=O)COC(=O)COc2ccc3ccccc3c2)cc1	-1	36	-7	-1	29	26	30	-4	13
CCC(=O)NC(c1cccs1)c1cc(Cl)c2cccnc2c1O (stereo not drawn)	nt	-4	-9	nt	-2	3	-15	-1	21
CC1CN(Cc2csc(-c3ccc(Cl)cc3)n2)CC(C)O1 (stereo not drawn)	1	-2	37	-1	-6	8	-3	-2	17
CC(NC(=O)C(=O)NN=C1CCC(C(C)(C)C)CC1)c1ccccc1 (stereo not drawn)	-1	6	1	-1	0	9	-3	-4	6
Cc1cc(C)c2nc(N3CCCC(C(=O)NCCCN4CCOCC4)C3)sc2c1 (stereo not drawn)	2	1	-8[fluorescence artefact?]	3	0	13	-7	1	0
Cc1ccc(C(=O)N/N=C\C=C\c2ccccc2[N+](=O)[O-])cn1	5	-1	3	6	-6	6	-7	1	17
CC1c2ccsc2CCN1C(=O)NC(=O)c1ccc(Cl)cc1 (stereo not drawn)	0	8	5	0	-1	7	8	14*	4
CC(=O)[C@H]1[C@H](CCc2ccccc2)NC(=O)N(Cc2ccccc2)[C@@H]1C	1	1	-3	-1	-2	6	0	nt	28

Brought forward from above: 4 compounds; new compounds follow.
SMILES	Runt-CBFb FRET	FXIa inh 1536	14-3-3 Bad PPI	Runt-SMMHC FRET	Thrombin inh	FXIIa inh	KLK5 inh	Wee1 degr inh	Hck-Nef inh
Cc1cc(C)c2nc(N3CCCC(C(=O)NCCCN4CCOCC4)C3)sc2c1 (stereo not drawn)	2	1	-8[fluorescence artefact?]	3	0	13	-7	1	0
Cc1ccc(C(=O)N/N=C\C=C\c2ccccc2[N+](=O)[O-])cn1	5	-1	3	6	-6	6	-7	1	17
CC1c2ccsc2CCN1C(=O)NC(=O)c1ccc(Cl)cc1 (stereo not drawn)	0	8	5	0	-1	7	8	14*	4
CC(=O)[C@H]1[C@H](CCc2ccccc2)NC(=O)N(Cc2ccccc2)[C@@H]1C	1	1	-3	-1	-2	6	0	nt	28
CC1(C)CC(=O)c2cc(C(=O)O)c(=O)n(-c3ccccc3)c2C1	2	3	-9	2	3	17	-3	-1	-21
COc1ccccc1/C=N/NC(=O)c1ccc(-c2ccccc2)cc1	1	-5	29	1	-6	2	-5	4	0
O=C(CNC(=S)N(CCCN1CCOCC1)Cc1cccs1)NCCCN1CCOCC1	1	8	-22[fluorescence artefact?]	0	0	10	-22	-3	3
CCOC(=O)CN1C(=O)C(O)(c2c(C)[nH]c3ccccc23)c2ccccc21 (stereo not drawn)	1	3	2	-2	-3	13	2	-3	1
COc1ccc(/C(N)=C/C(=O)C(C)(C)C)cc1	-1	3	-14	0	4	14	-3	-2	2
COc1cc2c(cc1OC)CN(CC(=O)Nc1ccc(S(=O)(=O)N(C)C)cc1)CC2	2	-4	-5	2	-9	0	-5	-1	-9
O=C1NC(=O)/C(=C/C(=O)N2CCOCC2)S1	-1	-2	-1	-3	-4	8	2	0	22
CC(C)C1Cc2c(sc3c2c(=O)n(-c2ccccc2)c2n[nH]c(=S)n32)CO1 (stereo not drawn)	9	-2	-1	13	-10	5	0	-2	16
O=C(CCCC(=O)N(CC(=O)NC1CCCC1)Cc1ccccc1Cl)Nc1ccccn1	-2	4	-7	1	-4	6	3	-1	8
CCC(C)NC(=O)CCC(=O)Nc1ccc2nc(N3CC(C)CC(C)C3)cc(C)c2c1 (stereo not drawn)	-2	-6	7	-2	-1	-3	-20	-1	52*
Cc1ccccc1N/C(SCc1ccc(Cl)cc1)=C(/C#N)C(=O)NCc1ccco1	0	-6	2	2	-12	-20	0	-4	0
Cc1ccc(C)c(Nc2nc(N)c3ccccc3n2)c1	3	-1	3	3	-1	10	2	2	4
Cc1nn(C)c(C)c1/C=N/NC(=O)CCn1cc([N+](=O)[O-])cn1	-3	-7	7	-1	-5	0	-5	-2	-1
CCCCN1C(=O)CCC(C(=O)O)C1c1ccc(OC)cc1 (stereo not drawn)	-3	9	-2[fluorescence artefact?]	2	-6	13	-5	2	1
COc1cccc(NC(=S)N(CCN(C)C)Cc2cccs2)c1	2	-5	-6	2	-8	8	-3	4	-5
COc1ccccc1-c1ccc(SCC(=O)NCc2ccc3c(c2)OCO3)nn1	2	-6	-4	0	2	4	-14	4	24
COc1ccc(Cc2nnc(NC(=O)c3ccc(OC)c(OC)c3)s2)cc1OC	-2	-7	4	-2	-3	1	-19	5	-11
N#Cc1cccc(C(c2nnnn2Cc2ccccc2)N2CCCC2)c1 (stereo not drawn)	-1	-4	48[fluorescence artefact?]	2	-13	-3	-20	-2	2
O=C(CSc1ccc(-c2ccccc2)nn1)N1CCCc2ccccc21	0	12	10	4	-4	7	-2	-2	3
COc1ccc(OC)c(N(CC(=O)N2CCCC2)S(=O)(=O)c2ccc(OC)c(OC)c2)c1	-1	-2	8	-2	-7	10	-12	1	-8
COc1ccc(OC)c(C2NC(=O)c3sc(=S)n(-c4ccccc4)c3N2)c1 (stereo not drawn)	2	2	nt	-5	-2	10	-22	-3	7
Cc1cccc(NC2=C(NCCO)C(=O)c3ccccc3C2=O)c1	0	5	-17	2	-3	17	-8	9.3*	12
CN(C)CC/C=C1\c2cc(F)ccc2CSc2ccccc21	0	7	-10	2	-7	14	-15	0	5
Cc1ccc(NC(=O)CCC(=O)O)cc1F	0	1	11	0	2	10	-7	1	1
O=C(Cc1ccccc1)Nc1cccc(-c2nc3ncccc3o2)c1	0	-1	5	-3	-4	13	2	3	2
CCCCN=C(C)c1c(O)c2ccccc2oc1=O	-2	-5	21[fluorescence artefact?]	-1	-12	-5	-29	1	5
CCN1CCN(C(=O)c2ccccc2N(Cc2ccccc2)S(=O)(=O)c2ccc(C)cc2)CC1	0	1	5[fluorescence artefact?]	-4	-8	8	-21	-3	-19
CC1Cc2nc(SCC(=O)Nc3ccc4c(c3)OCO4)n(-c3ccc(F)cc3)c(=O)c2S1 (stereo not drawn)	1	2	-2	-1	-5	10	3	nt	30
COc1cccc2cc(C(=O)c3ccc([N+](=O)[O-])cc3)oc12	-1	-3	-2	-6	-2	4	-6	-1	-8
Cc1ccc(-n2nc(C)c(NS(=O)(=O)c3ccccc3)c2C)cc1C	-1	1	-2	2	2	15	-7	0	-2
CCCn1c(SCC(=O)NC2CCCCC2C)n[nH]c1=O (stereo not drawn)	0	-1	2	-7	-1	4	-19	2	1
CN(NS(C)(=O)=O)c1c(C#N)c(C(F)(F)F)nn1C	0	1	-11	2	3	8	-1	2	21
CCN(CC)c1ccc(C(=O)c2ccccc2C(=O)O)c(O)c1	-2	-2	-3	-7	0	9	-7	-1	12
CC1(C)CC(NC(=O)C23CCC(C)(C(=O)C2=O)C3(C)C)CC(C)(C)N1 (stereo not drawn)	0	-3	9	0	0	-9	-20	1	9
COc1ccc(CCN2C(=O)CC(Sc3ncccc3C(=O)O)C2=O)cc1OC (stereo not drawn)	1	3	4	0	1	0	4	-2	3
O=C1c2ccccc2C(=O)N1CC1c2ccccc2CCN1S(=O)(=O)c1cnc[nH]1 (stereo not drawn)	1	8	1	6	2	15	17	2	-1
COCCNC(=O)C(OC(=O)C1=Cc2ccccc2OC1)C(C)C (stereo not drawn)	0	-6	1	-2	-9	0	-3	-1	13
O=C(Nc1ccc2c(c1)OCCO2)c1ccncc1	4	1	3	2	-1	9	-1	3	11
Cc1c(Cl)cccc1N(Cc1ccc(C(=O)O)cc1)S(=O)(=O)c1ccccc1	-2	5	-1	-1	3	11	6	0	8
CCc1nn2c(N3CCOCC3)cc(C)nc2c1-c1ccc(F)cc1	-2	6	2	-1	-9	5	3	-1	-1
O=C(CN1CCN(Cc2ccccc2Cl)C1=O)N1CCCCCC1	1	-16	-8	0	-10	-5	-15	-2	-2
O=C1[C@@H]2[C@@H]3C[C@@H]([C@H]4ON=C(c5ccc(Cl)cc5)[C@@H]34)[C@@H]2C(=O)N1c1ccc2c(c1)OCO2	0	-2	-6	0	-1	8	-6	5	1
CCC(C)C(NC(=O)/C(=C\c1ccccc1)NC(=O)c1ccc(OC)cc1)C(=O)O (stereo not drawn)	2	4	-18	0	-1	7	8	-2	33
CCOC(=O)C1CCCN(c2c(N3CCOCC3)c(=O)c2=O)C1 (stereo not drawn)	1	-10	-2	3	-7	-3	10	1	4
